Shn3 inh set2: reduction of Shn3 3'UTR firefly luciferase signal, primary screen, Schnurri-3 inhibitor project, cell-based, Clone20 osteoblasts, set 2; Clone20 osteoblast Shn3 3'UTR firefly luciferase, 24 h; inhibition, % at 12.5 µM; actives 0.52% (n = 360,000);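 active = mean inhibition of at least 75% with every replicate also reaching 75%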;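 also: 0% = median of neutral control wells and 100% = pilot-screen positive control compound; some compounds past the cut are filed as inactive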
LMP1 NFkB inh: EBV LMP1-driven NF-kappaB luciferase reporter inhibitors, primary screen, cell-based, luminescence, single point; LMP1-induced NF-kappaB luciferase reporter cells; inhibition, % at 12.5 µM; actives 0.69% (n = 350,000); in the data active = inhibition above about 41%;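 also: 0% = neutral control wells and 100% = reference inhibitor control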
LRH-1 inv ag: LRH-1 (NR5A2) inverse agonists, primary screen, cell-based, luminescence, HEK293T, StAR-luciferase reporter | inhibition, % at 3.6 µM | LRH-1 transfected, 24 h | actives 0.13% (n = 360,000);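 active = inhibition above the mean inhibition of all tested compounds plus 3 SD, cut at about 73% in these data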;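 also: 0% = DMSO wells and 100% = reporter-only cells lacking LRH-1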
Target sequence (O00482 whole entry, looked up): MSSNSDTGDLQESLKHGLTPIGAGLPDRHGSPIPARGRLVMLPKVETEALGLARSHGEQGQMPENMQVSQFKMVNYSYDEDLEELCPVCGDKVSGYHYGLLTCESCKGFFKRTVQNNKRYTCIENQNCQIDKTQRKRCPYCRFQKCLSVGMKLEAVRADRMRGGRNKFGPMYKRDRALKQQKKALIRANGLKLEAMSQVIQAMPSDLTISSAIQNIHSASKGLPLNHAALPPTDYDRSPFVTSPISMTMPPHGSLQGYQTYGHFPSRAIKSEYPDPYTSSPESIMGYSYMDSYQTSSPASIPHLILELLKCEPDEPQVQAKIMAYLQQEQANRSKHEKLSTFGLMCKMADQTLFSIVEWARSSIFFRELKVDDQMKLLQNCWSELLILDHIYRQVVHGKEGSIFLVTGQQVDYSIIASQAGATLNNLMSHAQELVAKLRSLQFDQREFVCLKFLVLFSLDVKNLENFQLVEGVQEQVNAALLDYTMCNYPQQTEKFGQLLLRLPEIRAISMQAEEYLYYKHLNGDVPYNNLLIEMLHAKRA
TWEAK-Fn14 inh: inhibitors of TWEAK-Fn14 signaling, primary screen, luciferase reporter cells, uHTS. TWEAK-stimulated Fn14 reporter cells, luciferase luminescence, 8 h. inhibition, % at 10 µM. AID 1159606, 2016. actives 2% (n = 360,000); in the data active = inhibition above about 50%
CF NFkB block: inhibitors of PAF-induced NF-kB signaling, primary screen, cell-based, GFP fluorescence, uHTS | KKLEB NF-kB-GFP reporter, GFP fluorescence overnight | inhibition, % at 5 µM | actives 0.86% (n = 360,000);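 active = at least 50% inhibition at 5 µM, scaled per plate between neutral and stimulator controls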;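 also: PAF is a Pseudomonas aeruginosa culture filtrate used as stimulus; plate controls were PAF-stimulated DMSO wells for no effect and unstimulated DMSO wells for full effect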
SRC1 inh: SRC1 coactivator transcriptional activity inhibitors, primary screen, cell-based, luminescence | Nuclear receptor coactivator 1 (Homo sapiens), Q15788 | HEK293 GAL4-SRC1 luciferase reporter | inhibition, % at 3.6 µM | actives 0.12% (n = 360,000) | AID 588354, 2011;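 active = inhibition above the campaign mean plus 3 SD, with each screening campaign given its own cutoff, cut at about 60% in these data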;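 also: 0% = DMSO treated cells and 100% = gossypol at 36 µM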
COUP-TFII inh: NR2F2 transcriptional activity inhibitors, primary screen, cell-based, luciferase reporter, HEK293T, luminescence; actives 0.7% (n = 370,000); HEK293T NGFI-A luciferase reporter; COUP transcription factor 2 (Homo sapiens), P24468; inhibition, % at 8.6 µM; AID 686940, 2013;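 active = inhibition above a per-plate cutoff, mean inhibition of test wells between control levels plus 3 SD, cut at about 38% in these data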;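 also: cells cotransfected with COUP-TFII expression vector driving the NGFI-A reporter; 0% = median of COUP-TF2 test wells and 100% = reporter-only cells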
Target sequence (P24468 whole entry, looked up): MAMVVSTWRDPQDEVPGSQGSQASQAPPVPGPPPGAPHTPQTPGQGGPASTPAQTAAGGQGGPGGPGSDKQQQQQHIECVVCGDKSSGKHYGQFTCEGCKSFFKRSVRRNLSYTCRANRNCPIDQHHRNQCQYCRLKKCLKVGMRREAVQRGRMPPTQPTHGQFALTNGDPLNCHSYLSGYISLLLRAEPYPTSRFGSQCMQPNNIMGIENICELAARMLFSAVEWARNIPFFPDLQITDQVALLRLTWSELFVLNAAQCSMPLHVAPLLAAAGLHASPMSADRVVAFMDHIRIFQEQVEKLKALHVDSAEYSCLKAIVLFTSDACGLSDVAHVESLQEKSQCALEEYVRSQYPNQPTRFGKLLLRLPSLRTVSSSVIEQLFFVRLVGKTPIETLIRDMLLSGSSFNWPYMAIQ
TROY signal inh: inhibitors of TROY-driven NF-kB signaling, primary screen, Q293 LMP1-TROYcd cells, NF-kB luciferase, uHTS; Q293 LMP1-TROYcd NF-kB luciferase reporter, 4 h; inhibition, % at 10 µM; actives 0.98% (n = 360,000);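 active = compounds whose plate-normalised and pattern-corrected inhibition of the luciferase reporter signal at the single screening dose is 50% or more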
KKLEB cytotox: cytotoxicity in KKLEB CF airway cells, primary screen, cytotoxicity control for CF NF-kB inhibitor project, cell-based, uHTS, fluorescence assay plates. actives 0.36% (n = 360,000). activity change (cytotoxicity), % at 5 µM. AID 602141, 2011. KKLEB CF airway cells viability, ATPlite luminescence, overnight; active compounds read low; cells stimulated with P. aeruginosa culture filtrate;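 active = corrected activity change at or below -50% at 5 µM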
C8 TRAIL sens: viability loss with TRAIL in NB7+C8 cells, primary screen, TRAIL sensitizer project, cell-based, ATPlite luminescence | inhibition (viability loss, TRAIL sensitization), % at 10 µM | actives 1% (n = 360,000);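 active = compounds causing at least 50% loss of cell viability in the single-dose screen, relative to plate controls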
SRC3 inh: SRC3 coactivator transcriptional activity inhibitors, primary screen, cell-based, luminescence. inhibition, % at 3.6 µM. actives 0.17% (n = 360,000). HEK293 GAL4-SRC3 luciferase reporter. Nuclear receptor coactivator 3 (Homo sapiens), Q9Y6Q9;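 active = inhibition above a per-campaign cutoff, the mean of all compounds plus 3 SD, cut at about 60% in these data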;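 also: 0% = DMSO-treated cells and 100% = gossypol-treated cells at 36 µM; higher means less SRC3-driven luciferase light from the GAL4 reporter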
* = called active by the depositor. These rows are one share of the data; count on the stated rates, not on these rows.

For O=C(CS(=O)(=O)Cc1ccccc1)NCCc1ccc(F)cc1 the results were Shn3 inh set2 -2, LMP1 NFkB inh -11, LRH-1 inv ag 7, TWEAK-Fn14 inh 1, CF NFkB block 6, SRC1 inh 3, COUP-TFII inh 1, TROY signal inh -15, KKLEB cytotox -6, C8 TRAIL sens -13 and SRC3 inh 5.
For Cc1ccc(N2CC(=O)N(c3ccc(C)cc3)CC2=O)cc1 the results were Shn3 inh set2 11, LMP1 NFkB inh 0, LRH-1 inv ag -7, TWEAK-Fn14 inh 13, CF NFkB block 2, SRC1 inh -22, COUP-TFII inh 1, TROY signal inh -10, KKLEB cytotox -9, C8 TRAIL sens -3 and SRC3 inh -6.
`C/C(=C\C=C(C#N)C#N)c1cc(C#N)c(N)o1` gave Shn3 inh set2 3, LMP1 NFkB inh 11, LRH-1 inv ag 13, TWEAK-Fn14 inh -12, CF NFkB block 3, SRC1 inh -21, COUP-TFII inh -12, TROY signal inh -2, KKLEB cytotox -8, C8 TRAIL sens 0 and SRC3 inh 13.
COc1ccc(N2C(=O)CC(S/C(N)=N/N=C(\C)c3cccs3)C2=O)cc1 (stereo not given) was read as Shn3 inh set2 6, LMP1 NFkB inh 4, LRH-1 inv ag 15, TWEAK-Fn14 inh 2, CF NFkB block -5, SRC1 inh 14, COUP-TFII inh -6, TROY signal inh -1, KKLEB cytotox 3, C8 TRAIL sens 11 and SRC3 inh 10.
`Cc1cccc(C(=O)OC2CCN(C)CC2)c1` gave Shn3 inh set2 -9, LMP1 NFkB inh -10, LRH-1 inv ag 16, TWEAK-Fn14 inh 0, CF NFkB block -8, SRC1 inh 8, COUP-TFII inh 4, TROY signal inh -11, KKLEB cytotox -12, C8 TRAIL sens 5 and SRC3 inh 6.
Screening S=c1[nH]nc(-c2cccs2)n1/N=C/c1cccs1 returned Shn3 inh set2 2, LMP1 NFkB inh -3, LRH-1 inv ag 21, TWEAK-Fn14 inh 13, CF NFkB block -1, SRC1 inh 9, COUP-TFII inh -8, TROY signal inh 14, KKLEB cytotox -10, C8 TRAIL sens -2 and SRC3 inh 19.
Screening CCC(CC)C(=O)Nc1ccc(S(=O)(=O)Nc2nccs2)cc1 returned Shn3 inh set2 -8, LMP1 NFkB inh 0, LRH-1 inv ag -15, TWEAK-Fn14 inh -8, CF NFkB block 8, SRC1 inh -20, COUP-TFII inh 33, TROY signal inh -16, KKLEB cytotox -3, C8 TRAIL sens 0 and SRC3 inh 2.
CCCCNC(=O)c1nn(-c2ccccc2OC)c(=O)c2ccccc12 was read as Shn3 inh set2 -5, LMP1 NFkB inh -7, LRH-1 inv ag 17, TWEAK-Fn14 inh 18, CF NFkB block -9, SRC1 inh -4, COUP-TFII inh 17, TROY signal inh -1, KKLEB cytotox -8, C8 TRAIL sens -14 and SRC3 inh 6.
For Cn1c(C(O)c2ccccc2F)nc(Cl)c1Cl (stereo not given) the results were Shn3 inh set2 12, LMP1 NFkB inh -8, LRH-1 inv ag 7, TWEAK-Fn14 inh -6, CF NFkB block 18, SRC1 inh 2, COUP-TFII inh 7, TROY signal inh 10, KKLEB cytotox 7, C8 TRAIL sens -6 and SRC3 inh 22.
COc1ccc(Cc2nnc(NC(=O)c3ccccc3C)s2)cc1 was read as Shn3 inh set2 2, LMP1 NFkB inh 3, LRH-1 inv ag 3, TWEAK-Fn14 inh -23, CF NFkB block 4, SRC1 inh -23, COUP-TFII inh -9, TROY signal inh -5, KKLEB cytotox -1, C8 TRAIL sens -6 and SRC3 inh -37.
`COc1ccc(OC)c(S(=O)(=O)N2CCN(C(=O)NC3CCCCC3)CC2)c1` gave Shn3 inh set2 -6, LMP1 NFkB inh 0, LRH-1 inv ag 2, TWEAK-Fn14 inh -8, CF NFkB block 28, SRC1 inh 4, COUP-TFII inh 1, TROY signal inh 2, KKLEB cytotox -11, C8 TRAIL sens -4 and SRC3 inh -3.
`CC1CCCCN1CCNC(=O)c1cc2c(=O)n(C)c3ccccc3c2n1C` (stereo not given) gave Shn3 inh set2 1, LMP1 NFkB inh -10, LRH-1 inv ag 13, TWEAK-Fn14 inh -20, CF NFkB block -40, SRC1 inh -23, COUP-TFII inh -3, TROY signal inh 8, KKLEB cytotox 2, C8 TRAIL sens -5 and SRC3 inh 11.
Screening CCCCOc1cccc(C(=O)NNC(=S)NC2CCCCC2)c1 returned Shn3 inh set2 33, LMP1 NFkB inh 4, LRH-1 inv ag 13, TWEAK-Fn14 inh -18, CF NFkB block 6, SRC1 inh 3, COUP-TFII inh 8, TROY signal inh 1, KKLEB cytotox -10, C8 TRAIL sens -5 and SRC3 inh 7.
Screening Cc1cc(-c2ccc(C)c(S(=O)(=O)NCc3ccc(Br)cc3)c2)on1 returned Shn3 inh set2 19, LMP1 NFkB inh 10, LRH-1 inv ag 12, TWEAK-Fn14 inh 65*, CF NFkB block 40, SRC1 inh 5, COUP-TFII inh 8, TROY signal inh 32, KKLEB cytotox 6, C8 TRAIL sens 22 and SRC3 inh 13.
Cc1ccc(NC2CCCN(C(=O)c3cccc(-c4ncc[nH]4)c3)C2)cc1C (stereo not given) was read as Shn3 inh set2 15, LMP1 NFkB inh -1, LRH-1 inv ag -3, TWEAK-Fn14 inh -4, CF NFkB block -16, SRC1 inh -12, COUP-TFII inh -19, TROY signal inh -12, KKLEB cytotox 8, C8 TRAIL sens -2 and SRC3 inh 1.
COCCn1c(C)cc(C(=O)COC(=O)CNC(=O)c2ccco2)c1C was read as Shn3 inh set2 -53, LMP1 NFkB inh 4, LRH-1 inv ag 6, TWEAK-Fn14 inh 5, CF NFkB block 8, SRC1 inh -4, COUP-TFII inh -6, TROY signal inh -2, KKLEB cytotox -2, C8 TRAIL sens -15 and SRC3 inh 11.
Cc1cnc([N+](=O)[O-])n1CCOC(=O)NC(=O)c1c(F)cccc1F was read as Shn3 inh set2 -57, LMP1 NFkB inh -4, LRH-1 inv ag -2, TWEAK-Fn14 inh 6, CF NFkB block -14, SRC1 inh 15, COUP-TFII inh 20, TROY signal inh -22, KKLEB cytotox 16, C8 TRAIL sens 0 and SRC3 inh -6.
Screening CS(=O)(=O)c1ccc2nc(NC(=O)c3ccc(Cl)nc3)sc2c1 returned Shn3 inh set2 9, LMP1 NFkB inh -16, LRH-1 inv ag -24, TWEAK-Fn14 inh 2, CF NFkB block 3, SRC1 inh -42, COUP-TFII inh 6, TROY signal inh -41, KKLEB cytotox -8, C8 TRAIL sens 8 and SRC3 inh -14.
Cn1nc(C2CC2)cc1NC(=O)C1(C)CCN1C(=O)c1ccccc1CCc1ccccc1 (stereo not given) was read as Shn3 inh set2 3, LRH-1 inv ag 10, TWEAK-Fn14 inh -16, CF NFkB block 15, SRC1 inh 7, COUP-TFII inh -10, TROY signal inh -1, KKLEB cytotox 1, C8 TRAIL sens 5 and SRC3 inh 6.
`Oc1c(Br)cc(/C=N/NC(=S)NCC2CCCO2)cc1Br` (stereo not given) gave Shn3 inh set2 12, LMP1 NFkB inh 5, LRH-1 inv ag 0, TWEAK-Fn14 inh -11, CF NFkB block 4, SRC1 inh 4, COUP-TFII inh -1, TROY signal inh -16, KKLEB cytotox -6, C8 TRAIL sens 20 and SRC3 inh 0.
Screening Cc1ccccc1CN1[C@@H]2c3ccccc3C[C@@H]2OCCS1(=O)=O returned Shn3 inh set2 23, LMP1 NFkB inh -1, LRH-1 inv ag -14, TWEAK-Fn14 inh -25, CF NFkB block -5, SRC1 inh -17, COUP-TFII inh 3, TROY signal inh 3, KKLEB cytotox 1, C8 TRAIL sens 8 and SRC3 inh 26.
Screening O=C1Nc2ccc(Br)cc2/C1=N\N=C\C1=C(N2CCOCC2)C(=C/c2ccccc2)/CC1 returned Shn3 inh set2 -16, LMP1 NFkB inh -2, LRH-1 inv ag -13, TWEAK-Fn14 inh 10, CF NFkB block 13, SRC1 inh 3, COUP-TFII inh 21, TROY signal inh 17, KKLEB cytotox 8, C8 TRAIL sens -1 and SRC3 inh 4.
COc1ccc([N+](=O)[O-])cc1NC(=O)COC(=O)c1ccc(O)cc1 was read as Shn3 inh set2 1, LMP1 NFkB inh -8, LRH-1 inv ag -3, TWEAK-Fn14 inh -18, CF NFkB block -7, SRC1 inh -6, COUP-TFII inh 5, TROY signal inh 1, KKLEB cytotox -6, C8 TRAIL sens -26 and SRC3 inh 1.
Screening Cc1c(Cl)cccc1NC(=S)NC(=O)c1cncc(Br)c1 returned Shn3 inh set2 -18, LMP1 NFkB inh 1, LRH-1 inv ag -9, TWEAK-Fn14 inh 19, CF NFkB block 27, SRC1 inh -18, COUP-TFII inh -10, TROY signal inh -12, KKLEB cytotox 2, C8 TRAIL sens -49 and SRC3 inh 4.
`COc1ccc(S(=O)(=O)N2CC3C4C=CC(C4)C3C2)cc1` (stereo not given) gave Shn3 inh set2 2, LMP1 NFkB inh -2, LRH-1 inv ag 7, TWEAK-Fn14 inh 10, CF NFkB block 2, SRC1 inh 7, COUP-TFII inh 0, TROY signal inh 1, KKLEB cytotox -3, C8 TRAIL sens -12 and SRC3 inh 7.
`OC1COC(OCC2OC(OCc3ccccc3)C(O)C(O)C2O)C(O)C1O` (stereo not given) gave Shn3 inh set2 2, LMP1 NFkB inh -6, LRH-1 inv ag 3, TWEAK-Fn14 inh 5, CF NFkB block 1, SRC1 inh 4, COUP-TFII inh -1, TROY signal inh 3, KKLEB cytotox 12, C8 TRAIL sens 8 and SRC3 inh 13.
`CCO[C@@H]1OC(C(=O)N2CCN(Cc3ccccc3)CC2)=C[C@H](C2CC2)[C@H]1CCCO` gave Shn3 inh set2 0, LMP1 NFkB inh -10, LRH-1 inv ag -18, TWEAK-Fn14 inh 6, CF NFkB block -6, SRC1 inh -23, COUP-TFII inh 13, TROY signal inh -8, KKLEB cytotox 14, C8 TRAIL sens -10 and SRC3 inh 5.
CCN1CCCC1CNCC(=O)Nc1ccc(OC(F)(F)F)cc1 (stereo not given) was read as Shn3 inh set2 7, LMP1 NFkB inh -3, LRH-1 inv ag 19, TWEAK-Fn14 inh -9, CF NFkB block 3, SRC1 inh -5, COUP-TFII inh -10, TROY signal inh 4, KKLEB cytotox -3, C8 TRAIL sens 7 and SRC3 inh 20.

Screening results (PubChem)
